aSyn 5UTR inh = MLPCN primary screen, SNCA 5' untranslated region | alpha-synuclein 5'UTR reporter, inhibitor activity | inhibition, % (tested at 7.5 µM) | actives 0.82% (n = 300,000); in the data active = inhibition above about 60%;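 note: H4 neuroglioblastoma cells stably carrying SNCA 5'UTR luciferase fusion; 0% = DMSO wells and 100% = positive control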
HIF activator = HIF pathway transcriptional activation. U2OS HRE-luciferase reporter, luminescence; normalized: DMSO 0%, desferrioxamine 100%. activation, % at 7.5 µM (by protocol). actives 0.32% (n = 300,000);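 active = mean activation of at least 10% of the iron chelator positive control signal, with at least half of replicates also reaching 10%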
AI-2 QS modul = modulates the Vibrio harveyi AI-2 quorum sensing system | Vibrio harveyi JMH597 AI-2 luminescence/OD600 ratio, 9 h; active compounds read low; strain lacks LuxN and CqsS sensors; 0 = neutral-control median | actives 0.4% (n = 300,000) | activity change, % at 7.5 µM; in the data active = activity change below about -75%, passing the limit was not always enough;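 note: luminescence divided by OD600 gain over 9 h not by final OD600 alone; inactives centre near 13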
KLF5 inh = suppresses KLF5 promoter-driven expression | DLD-1 KLF5 promoter-luciferase reporter, luminescence | inhibition, % at 5 µM | actives 0.23% (n = 290,000);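 active = inhibition above a per-plate limit of that plate's mean compound inhibition plus 3 SD, cut at about 60% in these data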;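 note: 0% = DMSO wells and 100% = LY294002 at 200 µM; higher means less KLF5 promoter-driven luciferase light; inactives centre near -14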
HSF1 activator = increases HSF-1 driven luciferase reporter signal. NIH3T3-HGL HSF-1 luciferase reporter, MG132, 8 h; 100% = twice DMSO control signal. activation, % at 9 µM. actives 1.7% (n = 300,000). AID 504408;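 active = mean replicate activation of at least 50% with a set share of replicates each reaching 50%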;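 note: 0% = median of the neutral control wells and 100% = twice that signal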
HSP90 inh = blocks HSP90-mediated luciferase refolding in reticulocyte lysate; actives 0.91% (n = 290,000); AID 1789; Rabbit reticulocyte lysate, luciferase refolding luminescence, 3 h; inhibition, % at 5.6 µM;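 active = inhibition above the screen-wide mean plus 3 SD, computed separately per campaign, cut at about 16% in these data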;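 note: 0% = DMSO wells and 100% = 60 µM geldanamycin wells; inhibitors lower the luminescence because luciferase stays unfolded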
IEC-6 tox = IEC-6 cytotoxicity, counter-screen for KLF5 inhibitors. AID 1825. inhibition, % at 5 µM. actives 0.78% (n = 290,000). luminescence viability; in the data active = inhibition above about 22%;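 note: 0% = plate median of test compound wells and 100% = cytotoxic reference compound wells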
GSK3B inh = inhibitors of human GSK3beta kinase; P49841; GST-GSK3beta kinase, ADP-Glo luminescence, 60 min; active compounds read low; activity score (negative = inhibition), % at 10 µM; actives 0.038% (n = 300,000); AID 2097;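 active = more than half of replicate wells score below -50%, meaning over 50% inhibition versus plate controls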;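 note: 0% = median DMSO wells and -100% = median GW8510 positive control wells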
Target sequence (P49841 whole entry, looked up): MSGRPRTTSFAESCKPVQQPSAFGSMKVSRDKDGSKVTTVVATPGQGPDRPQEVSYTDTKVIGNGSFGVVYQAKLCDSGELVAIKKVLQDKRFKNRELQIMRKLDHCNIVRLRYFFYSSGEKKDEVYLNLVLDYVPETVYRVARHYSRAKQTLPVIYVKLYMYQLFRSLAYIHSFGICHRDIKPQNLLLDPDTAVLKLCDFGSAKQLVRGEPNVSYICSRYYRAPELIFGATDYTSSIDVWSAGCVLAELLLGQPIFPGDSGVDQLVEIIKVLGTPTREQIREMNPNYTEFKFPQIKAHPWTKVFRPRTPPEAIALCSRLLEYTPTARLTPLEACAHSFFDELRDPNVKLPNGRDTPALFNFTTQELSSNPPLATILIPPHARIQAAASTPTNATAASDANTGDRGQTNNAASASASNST
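Assay system: GST-fused GSK3beta enzyme, cell-free / Medium: Tris pH 7.5 buffer with MgCl2, DTT, BSA, heparin / Also added: peptide substrate plus 25 µM ATP (final) / Compound: 10 µM single point / Timing: kinase reaction with compound 60 min at room temperature / Detection: ADP-Glo luminescence / Benchmarks: DMSO neutral wells and GW8510 at 20 µM as positive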
GSK3 alpha inh = blocks human GSK-3 alpha kinase. P49840. ADP-Glo luminescence, 60 min. inhibition, % at 10 µM. actives 0.1% (n = 320,000);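 in the data active = inhibition above about 50%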;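 note: GST-tagged GSK-3 alpha with peptide substrate and 25 µM ATP; 0% = DMSO neutral wells and 100% = GW8510 positive control wells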
Target sequence (P49840 whole entry, looked up): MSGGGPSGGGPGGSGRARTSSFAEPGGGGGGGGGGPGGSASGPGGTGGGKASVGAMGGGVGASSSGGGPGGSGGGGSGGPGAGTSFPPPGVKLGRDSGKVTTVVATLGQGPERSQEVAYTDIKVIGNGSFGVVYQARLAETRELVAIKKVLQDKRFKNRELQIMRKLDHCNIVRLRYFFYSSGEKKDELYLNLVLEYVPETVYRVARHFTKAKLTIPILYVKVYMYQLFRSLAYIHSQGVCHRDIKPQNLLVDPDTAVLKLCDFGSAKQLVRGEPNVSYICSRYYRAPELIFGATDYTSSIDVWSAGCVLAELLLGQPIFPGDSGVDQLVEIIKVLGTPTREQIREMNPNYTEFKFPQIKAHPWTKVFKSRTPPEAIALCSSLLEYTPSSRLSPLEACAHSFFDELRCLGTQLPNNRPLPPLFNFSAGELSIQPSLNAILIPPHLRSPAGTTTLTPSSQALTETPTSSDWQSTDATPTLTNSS
HSF1 inhib = HSF1 inhibition; activity change, negative = inhibition, % at 7.5 µM (by protocol); actives 0.77% (n = 300,000); NIH3T3-HGL HSE-luciferase, MG132-induced, luminescence 8 h; active compounds read low; AID 2098;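 active = more than half of replicate wells show activity change below -50%, luminescence cut by over half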;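 note: luciferase reports HSF-1 transcriptional activity via heat shock element; 0% = median of DMSO wells and -100% = zero luminescence signal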
* hit, by the source's call; . = not tested or not shown.

SMILES	aSyn 5UTR inh	HIF activator	AI-2 QS modul	KLF5 inh	HSF1 activator	HSP90 inh	IEC-6 tox	GSK3B inh	GSK3 alpha inh	HSF1 inhib
COc1ccc(OC)c(NC(=O)CSc2nc(N)c(-c3ccccc3)c(=O)[nH]2)c1	25	-0.1	63	-20	-6	-3	3	2	-2	1
CCCn1c(-c2cccs2)nc2c1c(=O)[nH]c(=O)n2Cc1ccccc1	17	-0.9	17	2	29	0	-2	1	-3	10
O=C1CC2(CCCCC2)Oc2ccc(F)cc21	1	0.7	11	.	3	.	.	0	-3	-1
Cc1c(C(=O)O)cc(C(C)(C)C)n1CCSCCO	-6	0.0	25	-22	-12	3	-2	3	-2	-2
COc1cccc2cc(C(=O)N3C(C)CCCC3C)c(=O)oc12 (stereo unspecified)	14	-0.1	13	-21	-11	-4	0	0	13	4
Cc1ccc2nsnc2c1NC(=O)c1ccccc1[N+](=O)[O-]	-7	0.2	13	-10	-14	-1	7	1	-2	-2
COC(=O)C1=C(C)NC(=S)NC1c1ccc(-c2ccccc2C(=O)OC)o1 (stereo unspecified)	15	0.4	-10	-9	5	2	-3	2	0	4
O=C1NCCCC2c3c(cc(Br)c(O)c3Br)OC12N1CCCCC1 (stereo unspecified)	9	-0.1	30	-27	-1	2	7	-13	-4	-2
CC1(C)SC(=S)N(Cc2ccc3c(c2)OCO3)C1N(O)C(=O)NC1CCCCC1 (stereo unspecified)	-16	-0.5	28	8	5	-3	-4	-3	3	4
CC(=O)N(c1ccc(C)cc1)c1nc(C)cc(C)c1C#N	21	-0.2	8	-17	-2	2	-2	2	-7	3

Next section (4 carried over from the part before).
SMILES	aSyn 5UTR inh	HIF activator	AI-2 QS modul	KLF5 inh	HSF1 activator	HSP90 inh	IEC-6 tox	GSK3B inh	GSK3 alpha inh	HSF1 inhib
COC(=O)C1=C(C)NC(=S)NC1c1ccc(-c2ccccc2C(=O)OC)o1 (stereo unspecified)	15	0.4	-10	-9	5	2	-3	2	0	4
O=C1NCCCC2c3c(cc(Br)c(O)c3Br)OC12N1CCCCC1 (stereo unspecified)	9	-0.1	30	-27	-1	2	7	-13	-4	-2
CC1(C)SC(=S)N(Cc2ccc3c(c2)OCO3)C1N(O)C(=O)NC1CCCCC1 (stereo unspecified)	-16	-0.5	28	8	5	-3	-4	-3	3	4
CC(=O)N(c1ccc(C)cc1)c1nc(C)cc(C)c1C#N	21	-0.2	8	-17	-2	2	-2	2	-7	3
COc1cc(C)c(Cl)cc1S(=O)(=O)n1cnc(C)c1	15	-0.3	16	-11	-6	5	-1	3	-1	-1
O=C(NCCCN1CCN(Cc2ccccc2)CC1)C1CCN(c2nnc(-n3cccc3)s2)CC1	1	0.6	18	-8	3	5	0	0	0	9
COc1ccc(NC(=O)c2ccc(NC(=O)C(C)C)cc2)c([N+](=O)[O-])c1	15	-0.4	22	-35	-22	-4	4	6	1	-7
O=C(NN1CCOCC1)c1cc(-c2ccc(Br)cc2)nc2ccccc12	-11	-0.8	15	-20	5	-4	-12	-1	-3	6
COc1ccc(Oc2nc(C)cc(C)c2S(=O)(=O)c2ccc(C)cc2)cc1	3	-0.2	10	0	-2	0	-1	3	5	6
Cc1noc(C)c1CCC(=O)N1CCCC(CO)(Cc2ccccc2)C1 (stereo unspecified)	-110	3.6	5	-55	29	-8	4	4	1	15
CCCC[C@@H]1CNC(=O)C(=O)N1CC(C)(C)C	9	0.3	3	.	-1	.	.	-3	1	-4
Cc1cc(C)nc(NCCCc2ccccc2)n1	3	-0.2	5	-21	3	3	3	2	-3	-5
COc1ccc(C(=O)Nc2ccnn2C2CCN(C(=O)c3cc(C)on3)CC2)cc1	-7	0.4	18	-36	-4	-2	1	-1	0	-8
COc1ccccc1C(=O)NNC(=O)c1cccc(O)c1	-11	1.6	27	-12	-8	10	13	-8	0	3
Cc1onc(-c2ccccc2Cl)c1C(=O)OCC(=O)N1CCN(c2ccccc2)CC1	-2	0.3	0	.	2	.	.	0	0	5
CC(C)CCNC(=O)c1ccc2c(c1)N(C)C(=O)c1ccccc1S2	7	-6.6	3	-41	-1	-7	2	-4	-1	2
O=C(N/N=C/c1cccnc1)c1ccc(F)cc1	-23	0.7	34	-38	4	0	-3	0	-2	0
COc1ccccc1C(=O)Nc1nc2cc3c(cc2s1)OCCO3	-64	1.6	-14	34	1	-2	34*	2	0	-3
Cc1cc(N2CCN(C)CC2)nc2ccc(NC(=O)CCC(=O)NCc3ccco3)cc12	-2	0.1	10	14	1	1	6	-2	2	-1
CCN(CC(=O)NCc1cccs1)S(=O)(=O)c1ccc([N+](=O)[O-])cc1	16	-0.1	16	-52	-10	-2	-2	1	4	4
CCOC(=O)c1ccc(NC(=O)Cn2c(-c3nonc3N)nc3ccccc32)cc1	0	-2.1	3	-80	12	2	4	6	0	-3
CCCCN(C(=O)COc1ccc(NC(C)=O)cc1)C1CCS(=O)(=O)C1 (stereo unspecified)	2	-0.6	54	-26	-5	1	4	1	-5	-9
Cc1cccc(NCc2cc(Cl)ccc2O)n1	4	.	2	-11	7	-3	5	-5	0	3
Cc1ccc(/C=[N+](\[O-])c2ccccc2C)o1	-17	-0.1	0	-3	7	9	7	0	0	3
CCOC(=O)N1CCN(C(=O)CSc2nnc(Cc3cccn3C)n2CCc2ccccc2)CC1	7	-0.3	18	-9	-1	-1	-7	1	-1	3
CCCNC(=O)CN1C(=O)c2ccccc2Sc2ncccc21	11	0.7	19	-7	-2	2	-3	-1	-3	-4
CN(C)S(=O)(=O)c1ccc(N2CCCC2)c(C(=O)Nc2cccc(F)c2)c1	-3	-1.0	-16	-16	7	0	5	2	3	-8
O=C1CCCC(=NCc2ccco2)C1	10	0.0	25	-7	-10	3	2	2	-1	-12
CCn1cc(C2=NOC(C(=O)Nc3ccccc3C(=O)OC)C2)c(C)n1 (stereo unspecified)	-9	0.0	9	-4	-3	1	0	0	1	-8
COc1ccc(CNC(=O)CS(=O)CC(=O)O)cc1OC (stereo unspecified)	-11	0.0	1	-17	-2	0	1	-2	10	-15
C#CCOCCOCCOCCNc1nc(N2CCN(C(=O)[C@H]([C@@H](C)CC)n3cc(CCCN=C(N)N)nn3)CC2)nc(N2CCN(C(=O)[C@H](CCCCN)n3cc(CCC(=O)O)nn3)CC2)n1	8	-2.6	17	4	-10	-2	3	-1	1	-2
O=c1c2cc(N3CCOCC3)ccc2[nH]c(=S)n1CCCN1CCCCCC1	-17	0.3	14	-30	-1	1	-1	2	11	-2
CN(C)c1ccc(C2Nc3ccccc3C(=O)N2CCCN2CCOCC2)cc1 (stereo unspecified)	-120	0.8	13	6	-74	4	-1	2	-1	-68*
O=C(CCCCCNC(=O)N1CCn2c1nc1ccccc12)NCc1ccc(F)cc1	8	0.2	1	-8	21	1	-1	2	0	5
COC(=O)c1c(C(=O)OC)c(-c2cccc(F)c2)n2c1CS(=O)C2 (stereo unspecified)	3	-11	2	-3	11	2	-5	2	-2	-9
Cc1ccc(NC(=O)COC(=O)c2ccn(C)n2)cc1	33	.	27	-2	8	1	-1	2	4	-6
Cc1c(NC(=O)c2ccc(-c3ccc([N+](=O)[O-])cc3Cl)o2)c(=O)n(-c2ccccc2)n1C	-38	0.1	36	2	-12	1	2	-1	1	5
CC(C)(C)NS(=O)(=O)c1ccc(NC(=O)C2CC(=O)N(CCc3ccc(F)cc3)C2)cc1 (stereo unspecified)	-4	-0.5	18	10	-4	-1	6	1	0	5
CCOC(=O)CN1C(=O)S/C(=C/c2ccc(OC)c([N+](=O)[O-])c2)C1=O	-3	-0.2	38	-2	5	-1	9	0	.	6
COC(=O)Cc1cc(=O)n2[nH]c(C(F)(F)F)nc2n1	6	-0.1	22	-25	-14	2	7	0	-3	3
CCOc1ccc(NC(=O)CSc2ccc(-c3ccco3)nn2)cc1	-21	0.6	21	-26	17	-1	-1	1	1	0
O=S(=O)(CCN1CCSCC1)c1ccc(Cl)cc1	-20	0.0	1	-24	12	-6	-9	3	-3	2
COc1cccc(-c2ccc(NC(=O)C3CCCN(Cc4cnn(C)c4)C3)cc2)c1 (stereo unspecified)	-22	-0.5	3	-25	-2	2	-3	0	0	-10
COC(=O)COc1ccc(Oc2nc(SC)nc(N(C)C)n2)nn1	1	-0.9	10	-9	-9	-4	0	0	-1	-2
O=C(c1ccoc1)N1CCC2(CC1)Oc1ccc(Cl)cc1C(=O)C21CC(c2ccc(Cl)cc2)=NO1 (stereo unspecified)	3	-1.9	15	.	-20	.	.	3	8	-8
CCc1ccc(NC(=O)CN(C)S(=O)(=O)c2ccc3[nH]c(=O)oc3c2)cc1	-19	-0.1	25	-17	25	7	4	1	1	7
O=C(CCCN1Cc2ccccc2C1)c1ccc(F)cc1	-31	0.1	8	-13	-12	1	-2	-3	-5	-4
O=C(Nc1ccc(N2CCOCC2)nc1N1CCOCC1)c1cccc(C(F)(F)F)c1	-5	0.3	14	-1	-4	7	2	-1	-2	-4
S=C(Nc1ccccc1)Nc1ccc(Cl)cn1	-22	2.7	43	-53	78*	3	11	1	.	31
O=C(Nc1cccc(-c2ccc3nncn3n2)c1)C(F)(F)F	2	-0.1	4	-17	-2	0	0	-19	-9	4
COc1cc(C2C3C(=O)N(c4ccccc4)C(=O)C3ON2c2ccccc2)cc(OC)c1OC (stereo unspecified)	-2	0.4	2	-7	0	0	4	2	-2	-2
COc1ccc(-n2c(=O)c3ccccc3n(CC(=O)NCc3ccco3)c2=O)cc1	12	-0.7	12	-10	-17	0	-5	0	-1	-7
COc1ccc(NC(=O)CS(=O)CC(=O)Nc2ccc(OC)c(OC)c2)cc1 (stereo unspecified)	16	0.1	23	12	4	6	5	0	1	0
COc1ccc(NC(=S)Nc2ccc(F)cc2)cc1	-8	0.8	16	-35	-19	-7	-4	-2	10	-16

An excerpt of the results above:
SMILES	aSyn 5UTR inh	HIF activator	AI-2 QS modul	KLF5 inh	HSF1 activator	HSP90 inh	IEC-6 tox	GSK3B inh	GSK3 alpha inh	HSF1 inhib
O=C(c1ccoc1)N1CCC2(CC1)Oc1ccc(Cl)cc1C(=O)C21CC(c2ccc(Cl)cc2)=NO1 (stereo unspecified)	3	-1.9	15	.	-20	.	.	3	8	-8
CCc1ccc(NC(=O)CN(C)S(=O)(=O)c2ccc3[nH]c(=O)oc3c2)cc1	-19	-0.1	25	-17	25	7	4	1	1	7

(continued)
SMILES	aSyn 5UTR inh	HIF activator	AI-2 QS modul	KLF5 inh	HSF1 activator	HSP90 inh	IEC-6 tox	GSK3B inh	GSK3 alpha inh	HSF1 inhib
O=C(CN1C2=NCCN2c2ccccc21)c1ccco1	6	-0.1	21	-49	-6	0	0	2	2	1
CC(=O)c1c(C)nc2nonc2c1N	16	-0.3	3	-37	7	-2	-6	0	1	0
C=CCN(Cc1cn(C)nc1-c1cccc(Cl)c1)C1CCS(=O)(=O)C1 (stereo unspecified)	.	.	17	-23	.	-3	-4	-4	1	.
O=c1c(Cl)nc2cc(Cl)ccc2n1CCNc1ncc(C(F)(F)F)cc1Cl	110*	0.2	58	-33	14	0	-5	0	1	21
O=C(Cn1c(COc2ccccc2)nc2ccccc21)Nc1cc(Cl)c(Cl)cc1Cl	17	-0.5	.	-31	-7	-2	-1	.	.	-6
O=C(NCCN1CCOCC1)c1cc(-c2ccc(Cl)cc2)on1	-2	1.0	10	-36	0	0	-9	-2	-1	9
